# Compound activity: PubChem BioAssay, several laboratories
# TLR9-MyD88 block: TLR9-MyD88 interaction inhibition | actives 0.21% (n = 340,000) | CHO BLA complementation TLR9-MyD88, CCF4 FRET ratio | inhibition, % at 4.98 µM;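 active = inhibition above the mean over all tested compounds plus 3 SD, cut at about 21% in these data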;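 also: 0% = DMSO only wells and 100% = clavulanate BLA inhibitor control wells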
# SRC2 inh: inhibits human steroid receptor coactivator 2; Q15596; HEK293 GAL4-SRC2 luciferase reporter, luminescence; inhibition, % at 9 µM; actives 0.17% (n = 370,000); AID 651957;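 active = inhibition above the mean inhibition of all tested compounds plus 3 SD, set per campaign, cut at about 52% in these data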;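 also: 0% = DMSO treated cells and 100% = cells given Gossypol at 36 µM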
# Target sequence (Q15596 whole entry, looked up, the tested form may be a part): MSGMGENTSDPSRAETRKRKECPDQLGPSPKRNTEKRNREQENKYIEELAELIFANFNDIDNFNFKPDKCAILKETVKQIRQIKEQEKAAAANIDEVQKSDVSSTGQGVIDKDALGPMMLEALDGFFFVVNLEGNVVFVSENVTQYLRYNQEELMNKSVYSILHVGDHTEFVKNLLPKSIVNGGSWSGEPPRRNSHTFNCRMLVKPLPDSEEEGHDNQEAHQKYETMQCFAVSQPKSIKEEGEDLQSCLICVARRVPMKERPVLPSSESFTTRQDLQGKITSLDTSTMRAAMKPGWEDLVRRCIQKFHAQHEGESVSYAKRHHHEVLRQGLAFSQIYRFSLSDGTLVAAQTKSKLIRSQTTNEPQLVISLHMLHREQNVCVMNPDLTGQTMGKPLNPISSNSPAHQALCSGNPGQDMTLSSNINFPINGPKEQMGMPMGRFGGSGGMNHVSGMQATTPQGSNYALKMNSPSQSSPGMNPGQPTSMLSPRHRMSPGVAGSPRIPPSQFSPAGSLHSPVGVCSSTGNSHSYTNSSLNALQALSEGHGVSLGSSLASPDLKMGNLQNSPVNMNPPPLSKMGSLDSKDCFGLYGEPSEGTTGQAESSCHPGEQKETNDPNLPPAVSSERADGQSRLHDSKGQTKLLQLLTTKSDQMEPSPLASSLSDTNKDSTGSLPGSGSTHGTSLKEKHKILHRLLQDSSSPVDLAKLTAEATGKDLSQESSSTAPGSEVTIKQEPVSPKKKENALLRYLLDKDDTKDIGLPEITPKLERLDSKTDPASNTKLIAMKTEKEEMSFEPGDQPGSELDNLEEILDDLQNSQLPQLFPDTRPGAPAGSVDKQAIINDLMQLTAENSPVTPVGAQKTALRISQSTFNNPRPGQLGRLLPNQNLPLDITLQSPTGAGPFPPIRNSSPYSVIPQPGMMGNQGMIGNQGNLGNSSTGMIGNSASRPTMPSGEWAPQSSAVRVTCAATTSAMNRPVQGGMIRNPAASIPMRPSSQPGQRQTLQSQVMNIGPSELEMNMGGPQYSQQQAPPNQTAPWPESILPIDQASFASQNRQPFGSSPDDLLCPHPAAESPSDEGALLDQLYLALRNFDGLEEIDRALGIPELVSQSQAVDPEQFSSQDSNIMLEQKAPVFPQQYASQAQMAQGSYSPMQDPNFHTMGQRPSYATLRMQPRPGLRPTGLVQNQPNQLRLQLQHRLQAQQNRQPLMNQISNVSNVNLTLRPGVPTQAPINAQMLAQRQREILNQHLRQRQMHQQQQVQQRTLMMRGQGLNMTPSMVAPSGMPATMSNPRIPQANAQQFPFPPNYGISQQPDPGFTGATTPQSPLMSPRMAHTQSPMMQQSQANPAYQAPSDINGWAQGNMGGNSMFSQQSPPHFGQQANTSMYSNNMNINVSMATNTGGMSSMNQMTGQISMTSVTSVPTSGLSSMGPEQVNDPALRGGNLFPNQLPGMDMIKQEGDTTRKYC
# ABCB6 inh MLPCN: inhibitors of human ABC transporter ABCB6; Q9NP58; K562-ABCB6 porphyrin accumulation, flow cytometry, 1 h; active compounds read low; fluorescence ratio to DMSO, % at 10 µM; actives 0.19% (n = 360,000); AID 602162;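 active = fluorescence ratio to DMSO below 75%, the collection mean minus 3 SD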;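 also: signal is porphyrin accumulated inside mitochondria; 100% equals median channel fluorescence of DMSO control wells; lower ratio means ABCB6 inhibition with less porphyrin fluorescence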
# N-glyco inh: blocks N-linked glycosylation in D54 reporter cells; reporter increase, % at 12.5 µM; actives 0.23% (n = 360,000); D54 ERlucT glycosylation luciferase reporter, 24 h; percent of 100 nM tunicamycin response;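 active = mean luciferase reporter signal, scaled so untreated is 0 and the glycosylation-blocking control 100, at or above a set limit in every replicate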;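 also: luciferase carries N-glycosylation sites so blocking glycosylation raises the light; 0% = median of neutral control wells and 100% = median of 100 nM tunicamycin wells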
# H9c2 protect: modulators protecting cardiomyocytes from myocardial damage | H9c2 cardiomyocytes, H2O2 injury protection, ATPLite, 2 h | protection from H2O2 cell death, % at 20 µM | actives 0.63% (n = 360,000);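 active = compounds giving at least 50% protection of heart cells from peroxide-induced death in the single-dose screen, raw or plate-pattern-corrected value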;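 also: 0% = DMSO wells with peroxide and 100% = DMSO wells without peroxide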
# NOD2 RIPK2 PPI: NOD2-RIPK2 protein interaction inhibition; CHO BLA complementation NOD2-RIPK2, CCF4 ratio; actives 0.38% (n = 360,000); O43353; inhibition, % at 4.98 µM; in the data active = inhibition above about 21%;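 also: 0% = vehicle only and 100% = reference blocker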
# MC4R antag cAMP: human MC4R antagonism in cAMP assay | actives 0.48% (n = 360,000) | P32245 | MC4R-expressing cells, MTII-stimulated cAMP, LANCE TR-FRET | AID 540295 | inhibition, % at 6.5 µM;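 active = inhibition above its plate's cutoff, the mean of tested wells on that plate plus 3 SD, cut at about 29% in these data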;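 also: 0% = Melanotan II alone and 100% = Melanotan II plus saturating MCL0020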
#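 material = U2OS cells stably expressing human melanocortin 4 receptor (MC4R) | also added = Melanotan II challenge | dosing = single nominal compound dose of 6.5 µM | detection = TR-FRET with Eu-cAMP and labeled anti-cAMP, 671 nm | replication = singlicate | timing = compound 30 min, challenge 1 h, detection 1 h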
# ABHD5 PLIN5 PPI: inhibitors of human ABHD5-perilipin-5 interaction; Q00G26+Q8WTS1; Split G. princeps luciferase complementation, luminescence, 4 h; inhibition, % at 4 µM; actives 0.78% (n = 360,000);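 active = inhibition above the mean inhibition across every tested compound plus 3 SD, cut at about 22% in these data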;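 also: 0% = DMSO only wells and the 100% control is not disclosed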
# MC4R barr agon: agonists of human melanocortin 4 receptor (MC4R) beta-arrestin; U2OS MC4R beta-arrestin complementation, luminescence; percent of melanotan II response, DMSO zero; AID 540308; actives 0.98% (n = 360,000); activation, % at 8.9 µM;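 active = activation above a per-plate cutoff, the mean activation of sample wells on that plate plus 3 SD, cut at about 8% in these data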
# HTR2A ag: agonists of mouse serotonin 5-HT2A receptor (HTR2A). P35363. CHO-K1 mHTR2A beta-arrestin complementation, luminescence; percent of 30 µM serotonin response. activation, % at 7.6 µM. actives 0.66% (n = 360,000);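 active = activation above a run cutoff, the mean activation of all tested compounds plus 3 SD, cut at about 14% in these data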;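 also: 0% = plate median of compound wells and 100% = 30 µM serotonin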
# * hit, by the source's call; x = not tested or not shown.
SMILES,TLR9-MyD88 block,SRC2 inh,ABCB6 inh MLPCN,N-glyco inh,H9c2 protect,NOD2 RIPK2 PPI,MC4R antag cAMP,ABHD5 PLIN5 PPI,MC4R barr agon,HTR2A ag
Cn1c(C(=O)N2CCCC(C(=O)NCc3ccccc3)C2)cc2sccc21 (centres undefined),-6,12,100,4,-3,-7,3,-8,-2.7,2
COc1ccc(CCNC(=O)c2ccc(N3CCCC3=O)cc2)cc1OC,2,2,93,-1,1,-4,2,-2,-0.8,2
CCCSc1nnc(NC(=O)c2ccco2)s1,-4,-91,107,1,-5,12,3,0,-1.2,-1
Cc1csc(NC(=O)CCc2nc3ccccc3s2)n1,2,-17,97,0,6,3,17,-10,-1.5,-1
O=C(CC(SCCO)c1ccc([N+](=O)[O-])cc1)c1ccco1 (centres undefined),1,-2,102,16,-8,-5,3,23*,1.4,9
O=C(Nc1cccnc1)c1cc(-c2cccc(Br)c2)nc2ccccc12,-2,11,96,11,2,-6,4,4,2.6,0
COc1cc(OC)cc(C(=O)Oc2ccc(/C=N/Nc3nc4ccccc4s3)cc2OC)c1,-11,-41,96,-6,-4,-5,2,-3,-1.7,22*
COc1ccccc1/C=C1\SC(=S)N(CCC(=O)N2CCCCC2CCO)C1=O (centres undefined),0,4,99,1,7,3,-2,7,0.2,-3
CCOC(=O)N1CCN(Cc2nc3c(c(=O)n(C)c(=O)n3C)n2Cc2ccccc2)CC1,1,19,96,4,7,-9,11,2,-0.2,4
Cc1[nH]ncc1-c1nc2ccccc2[nH]1,7,0,105,4,-1,-7,3,-5,-0.7,4
Oc1cc(OCc2ccccc2)ccc1-c1[nH]ncc1-c1ccccc1,17,1,102,-2,-18,9,4,-18,13*,-2
CC1(C)OC(=O)C(=CNNc2c(Cl)cc(Cl)cc2Cl)C(=O)O1,-4,-8,100,1,6,-12,3,-1,-2.5,1
Cc1ccsc1CN(C)C(=O)c1cc(S(=O)(=O)N2CCOCC2)ccc1N1CCCC1,-7,-55,95,1,1,-11,10,6,-2.9,-8
CCOC(=O)c1c(C)oc2c1c1c(c3ccccc32)OCN(Cc2ccccn2)C1,11,-56,101,3,54*,6,7,-6,0.9,3
COc1cccc(OC)c1C(=O)NC(=O)Nc1c(F)c(F)c(F)c(F)c1F,-2,4,103,2,-2,-1,0,-3,0.8,0
Cc1ccc2cccc(NC3OC(=O)c4ccccc43)c2n1 (centres undefined),-11,1,109,9,4,-6,1,-3,-1.3,11
Cc1cc(=O)n(-c2ccc3ccccc3n2)[nH]1,-3,-5,100,-4,4,4,-3,16,0.5,-2
COc1ccc(C)cc1NC(=O)CCN1CCN(c2ccccc2)CC1,-5,13,95,0,-5,-4,-4,3,-0.9,11
CC(=O)c1ccc(S(=O)(=O)Nc2ccc(C(=O)N3CCC3)cc2)cc1,-5,-17,97,1,-2,-4,-3,-5,-2.1,7
COc1ccccc1NC(=O)c1cc(OC)c(OC)cc1[N+](=O)[O-],9,-2,93,1,2,3,-5,1,-0.6,0
CC(=O)Oc1cc2c(C(C)=O)coc2c2ccccc12,2,-16,96,4,-2,2,10,1,-2.2,-6
O=C1C(C2=NC(c3ccccn3)C3C(=O)N(c4ccc(Cl)cc4Cl)C(=O)C23)=C(O)c2ccccc21 (centres undefined),-1,13,99,9,11,-4,21,4,1.9,2
Cc1cc(C)c2c(n1)sc1c(=O)n(-c3ccccc3)c(=O)[nH]c12,-10,2,105,4,4,2,13,10,1.8,2
CCOC(=O)N1CCN(CC(=O)Nc2c(C(=O)OC)[nH]c3cccc(Cl)c23)CC1,7,x,101,0,3,-2,-1,0,1.1,2
Cc1ccc(-n2[nH]c(C)c(/C=N/Nc3ccc([N+](=O)[O-])cc3[N+](=O)[O-])c2=O)cc1C,5,7,99,-5,-28,-2,-7,-9,-2.9,3
CC(=O)Nc1ccc(S(=O)(=O)NCCC(=O)N2CCC(Cc3ccccc3)CC2)cc1,-8,-4,100,-2,-12,-7,0,12,0.0,-4
CN(C)CCCNC1CS(=O)(=O)CC1O (centres undefined),1,-4,97,0,-3,3,2,7,1.8,-3
N#Cc1nc(Nc2cccc(Cl)c2)c2ncn(C3CCCC3)c2n1,-7,-31,90,-15,-16,6,5,3,1.4,4
COc1ccccc1CNC(=O)[C@H](C)N1C(=O)N2CCc3c([nH]c4ccccc34)[C@@]2(C)C1=O,-12,6,96,-5,-9,-8,10,-2,-0.8,8
Cc1csc(=O)n1CC(=O)OC(C)C(=O)Nc1ccc(F)c(F)c1F (centres undefined),-5,2,101,1,-4,2,13,-4,-1.8,2
COc1cc(CC(=O)OCC(=O)NCc2ccc(C)cc2)cc(OC)c1OC,2,-29,99,1,-7,-4,14,8,-1.2,-6
O=C(Nc1cccc(F)c1)C1CCCN(S(=O)(=O)c2ccccc2)C1 (centres undefined),13,3,97,1,-6,11,8,-6,-2.3,-10
Cc1ccc(O)c(-c2cc(C(=O)NCc3ccc4c(c3)OCO4)[nH]n2)c1,-10,20,99,1,3,4,8,-1,4.9,2
COc1ccc(C(C)=O)cc1CSc1nnc(Nc2ccc(C)cc2C)s1,5,6,101,-2,2,-5,4,-6,3.3,-4
COc1cccc(-n2ccn(CC(=O)NCCc3ccccc3)c(=O)c2=O)c1,-4,9,108,-1,-4,-2,3,1,-0.5,10
CNC(=S)NNC(=O)c1c(C)nc2cc(C)ccn12,5,13,97,3,-2,-9,-5,-7,-3.1,2

# As entered above:
# Under TLR9-MyD88 block, COc1ccc(C(C)=O)cc1CSc1nnc(Nc2ccc(C)cc2C)s1 is entered as 5
# Under HTR2A ag, CCOC(=O)c1c(C)oc2c1c1c(c3ccccc32)OCN(Cc2ccccn2)C1 is entered as 3

# Carrying on.
SMILES,TLR9-MyD88 block,SRC2 inh,ABCB6 inh MLPCN,N-glyco inh,H9c2 protect,NOD2 RIPK2 PPI,MC4R antag cAMP,ABHD5 PLIN5 PPI,MC4R barr agon,HTR2A ag
COCCn1c(SCC(=O)Nc2ccc(F)cc2)nc2ccccc2c1=O,-10,15,98,1,3,-2,2,4,0.4,-1
Cc1ccc(C(=O)Nc2ccc3cn[nH]c3c2)cc1S(=O)(=O)N1CCCCC1,1,-53,103,-2,-4,-3,5,-7,0.6,2
Cc1[nH][nH]c(=O)c1C(c1ccc(-c2cccc(C(=O)O)c2)o1)c1c(C)[nH][nH]c1=O,-3,1,99,4,-10,-15,-1,-30,-1.3,0
CCOC(=O)c1c(-c2ccccc2)oc2cc(Br)c(O)c(C=O)c12,1,10,110,3,-18,-3,93*,-1,48*,-3
O=C(/C=C/c1ccc(Br)o1)OCc1ccccc1,-9,7,96,0,-4,-2,4,-1,2.7,-4
O=C(CS(=O)(=O)c1ccc(Cl)c(Cl)c1)Nc1ccccc1Cl,-7,-35,98,1,-3,1,0,-12,2.8,2
CC(NCc1ccc(-c2ccccc2)cc1)C(O)c1ccccc1 (centres undefined),-1,4,100,16,-14,14,-19,20,3.2,-3
CCOC(=O)[C@@H]1[C@H]2COc3ccc(Br)cc3[C@@H]2N2C(=O)N(c3ccc(F)cc3)C(=O)[C@@]12C,2,-12,105,0,-13,-3,8,6,-1.6,7
CC(C)(C)c1ccc(-c2nc3c(C#N)c(-c4ccc5c(c4)OCO5)ccn3n2)cc1,0,-21,93,-4,-9,6,2,-3,-3.1,-1
COc1cccc(CNC(=O)C2CCC(=O)N(CC3CCCCC3)C2)c1OC (centres undefined),3,2,98,0,2,-5,8,-7,1.1,9
Cc1ccc(-c2nc3s/c(=C\c4ccco4)c(=O)n3n2)cc1,-3,-7,70*,0,-6,3,4,-3,-2.5,-2
CCOc1cc(C(=S)N2CCCC2)ccc1O,-4,-6,97,4,-1,5,6,-2,-0.3,7
Cc1cnc(C(=O)OCC(=O)Nc2ccc(C)c(S(=O)(=O)N(C)C)c2)cn1,4,2,101,1,-2,-14,1,-2,0.4,2
Nc1ccc(NS(=O)(=O)c2ccccc2)cc1,-8,-22,107,2,11,3,1,1,-2.5,1
O=c1[nH]c2cc3c(cc2cc1CN(CCc1ccccc1)Cc1nnnn1CC1CCCO1)OCO3 (centres undefined),5,-40,98,2,5,10,10,-11,-2.5,-2
CCOC(=O)c1ccc(Oc2nc(OC)nc(N(C)C)n2)cc1,-2,8,95,1,1,2,8,-4,-2.7,18*
O=C(c1cccc(Br)c1)N1CCN(C2=NS(=O)(=O)c3ccccc32)CC1,-7,-3,98,0,12,-4,9,-7,-3.9,2
Cc1ccc(C(C)(C)C)cc1S(=O)(=O)NC(=O)c1ccccc1,0,4,100,-2,-1,11,-2,-5,-3.8,-3
CS(=O)(=O)N(CC(=O)Nc1ccccc1Sc1ccccc1)c1cccc(Br)c1,-3,-31,96,-4,-5,-6,10,3,0.5,-6
C=CCN(Cc1cccc(OC)c1OC)C(=O)Oc1ccccc1,-4,-2,99,-3,-4,-4,5,5,-1.0,-2
CC1C(C#N)=C(N)OC2=C1C(=O)CCC2 (centres undefined),-4,5,100,1,-6,-6,0,1,1.4,0
Cc1cc(C)c2cc(C)c(SCC(=O)NCc3ccco3)nc2c1,-4,10,98,-2,6,-6,-10,7,2.8,0
O=C(c1cccc(Cl)c1)N1CCN(c2ccccn2)CC1,-2,-15,88,1,3,1,-3,2,-1.3,-4
Cn1c(CCN2CCCCC2)nc2cc(NS(=O)(=O)c3ccc(F)cc3)ccc21,-6,-14,98,-8,-3,-6,-6,2,-1.8,-10
COCCN1C(=O)/C(=C/c2cc3c(cc2Br)OCO3)NC1=S,10,6,92,3,-12,0,20,1,-1.2,0
Cn1c(Cc2ccccc2)nnc1SCC(=O)NCCc1ccccc1,0,0,99,1,-8,7,6,1,-3.7,8
Cc1ccccc1Nc1nc2nonc2nc1N1CCOCC1,4,8,100,0,-8,-6,8,25*,-1.4,4
CCCCC(=O)Nc1ccc(S(=O)(=O)Nc2nccc(C)n2)cc1,-1,-1,102,1,6,1,3,1,-2.3,5
Cc1cccc(N2CCN(C(=O)CCS(=O)(=O)c3ccc(Br)cc3)CC2C)c1 (centres undefined),-8,3,103,-1,-5,-5,14,2,-2.1,-2
Cc1ccc(-c2csc3nc(SCC(=O)Nc4ccc(Cl)c(C(=O)O)c4)[nH]c(=O)c23)cc1,7,-32,97,0,4,-17,14,-2,-1.0,1
Nc1ccc(Nc2ccccc2)cc1,-13,-8,104,-4,-25,-19,-6,6,-0.4,-4
COc1ccc2[nH]c3c(c2c1)CCN1C(=O)C(CC(=O)NCCC2=CCCCC2)C[C@H](C(=O)N2CCOCC2)[C@@]31CCC1CCCC1 (some centres undefined),-10,-21,103,0,-8,-4,16,-3,1.7,-1
CC(=O)Nc1ccc(NC(=O)c2ccccc2C)cc1,-4,-27,97,3,-1,3,-2,7,-0.4,2
O=C(CSc1ccc2c(c1)OCCO2)NCc1ccccc1,-8,-5,97,2,5,7,17,2,-1.1,6

# These rows are one share of the data; count on the stated rates, not on these rows.
